Source: PubChem BioAssay
12-LOX inh = blocks human arachidonate 12S-lipoxygenase | P18054 | purified 12hLO, xylenol orange hydroperoxide absorbance | Potency, µM (doses to about 108 µM), inactives show top-dose activity change, negative = inhibition, usual class: inhibitors | 580,000 compounds, 1.1% hits | AID 1671190; also: potency is read from the fitted curve at half-maximal effect; % is scaled to controls: 0 for no effect and ±100 for the full control effect
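Purified human 12hLO at 150 nM in 25 mM Hepes, 0.01% Triton X-100, pH 7.0, preincubated 15 min at room temperature with compound. Reaction started with 40 uM arachidonic acid, 30 min at room temperature. Hydroperoxide measured by Fe-xylenol orange, 573/405 nm absorbance ratio.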
Pol beta inh = inhibitors of human DNA polymerase beta. P06746. Pol beta primer extension/strand displacement, fluorescence kinetic. Potency, µM (doses to about 114 µM), for the others: top-dose activity change, negative = inhibition, usual class: inhibitors. 340,000 compounds, 1.3% hits; also: potency is read from the fitted curve at half-maximal effect; % is scaled to controls: 0 for no effect and ±100 for the full control effect
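Reaction started by 50 nM substrate onto compound-treated Pol beta (10 nM, 15 min preincubation, room temperature); plates read at 0 min and 10 min. Normalized concentration-effect data fitted by four-parameter Hill equation.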
Pol iota inh = DNA polymerase iota (human) inhibition; Q9UNA4; Pol iota fluorescent replication assay, 10 min; Potency, µM (highest dose often 115 µM), for inactives: top-dose activity, negative = inhibition, actives largely listed as inhibitors; 390,000 compounds, 1% hits; AID 588590; also: potency is read from the fitted curve at half-maximal effect
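Pol iota at 10 nM preincubated 15 min with compounds at room temperature; reaction started with fluorescent substrate, 50 nM final. Fluorescence read kinetically at 0 and 10 min; buffer-only wells as negative control.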
TRHR ag = agonists of human TRH receptor; 360,000 compounds, 0.18% hits; activation, % at 2 µM; AID 493084; TRHR cells, calcium flux fluo-8, FDSS agonist mode; in the data active = activation above about 30%; also: 0% is about no effect
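TRHR-expressing cells loaded with fluo-8 calcium dye; 23 nL library compound pin-transferred, kinetic FDSS fluorescence (Ex 480/Em 530) recorded about 180 s for agonist-induced calcium release, before a 10 nM TRH EC20 addition for potentiator mode.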
Apoferritin bind = candidate novel general anesthetic via apoferritin binding; apoferritin/1-aminoanthracene competitive binding, fluorescence; Potency, µM (highest dose often 77.5 µM), for the others: at the highest dose activity change, negative = displacement, usual class: inhibitors; 350,000 compounds, 0.074% hits; AID 485281; also: potency is read from the fitted curve at half-maximal effect; % is scaled to controls: 0 for no effect and ±100 for the full control effect; nearly all actives have a fitted effect of over 20% in size
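Horse-spleen apoferritin (10 uM) in 50% saturated 1-aminoanthracene in PBS was incubated 10 min at room temperature with compound. Fluorescence (ex 380, em 535 nm) was normalized to free and bound 1-AMA, with concentration-response fitted by a four-parameter Hill equation.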
APEX1 inh = APE1 (human) endonuclease inhibition; P27695; 350,000 compounds, 0.35% hits; Potency, µM (series often up to 65.8 µM), for inactives: at the top dose activity change, negative = inhibition, most hits filed as inhibitors; recombinant APE1, TAMRA/BHQ-2 abasic DNA cleavage fluorescence; AID 2517;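 also: potency is read from the fitted curve at half-maximal effect; plate controls were vehicle for no effect and reference inhibitor for full effect; nearly all actives have a fitted effect of over 55% in size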
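Incision of a quenched TAMRA/BHQ-2 THF abasic-site duplex (50 nM) by 0.75 nM APE1, after 15 min compound preincubation, measured as fluorescence increase over three 60 s reads. Values normalized to buffer, DMSO and NSC13755 control wells.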
POLK inh = inhibitors of human DNA polymerase kappa | Q9UBT6 | purified Pol kappa, fluorescent DNA synthesis assay, 10 min | Potency, µM (top dose mostly 107 µM), for the others: at the highest dose activity, negative = inhibition, hits mostly inhibitors | 400,000 compounds, 0.53% hits; also: potency is read from the fitted curve at half-maximal effect; % is scaled to controls: 0 for no effect and ±100 for the full control effect
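Inhibition of 10 nM Pol kappa is measured by a fluorescent read-out at 0 and 10 min following addition of 50 nM substrate (final), with a 15-min room-temperature compound preincubation.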
BLM inh = blocks DNA unwinding by human BLM helicase; P54132; recombinant BLM DNA unwinding, fluorescence dequenching; Potency, µM (highest dose often 56.1 µM), without a hit: at the top dose activity change, negative = inhibition, most hits filed as inhibitors; 350,000 compounds, 0.2% hits; AID 2528;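 also: potency is read from the fitted curve at half-maximal effect; plate controls were vehicle for no effect and no enzyme for full effect; nearly all actives have a fitted effect of over 35% in size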
Target sequence (P54132 whole entry, looked up): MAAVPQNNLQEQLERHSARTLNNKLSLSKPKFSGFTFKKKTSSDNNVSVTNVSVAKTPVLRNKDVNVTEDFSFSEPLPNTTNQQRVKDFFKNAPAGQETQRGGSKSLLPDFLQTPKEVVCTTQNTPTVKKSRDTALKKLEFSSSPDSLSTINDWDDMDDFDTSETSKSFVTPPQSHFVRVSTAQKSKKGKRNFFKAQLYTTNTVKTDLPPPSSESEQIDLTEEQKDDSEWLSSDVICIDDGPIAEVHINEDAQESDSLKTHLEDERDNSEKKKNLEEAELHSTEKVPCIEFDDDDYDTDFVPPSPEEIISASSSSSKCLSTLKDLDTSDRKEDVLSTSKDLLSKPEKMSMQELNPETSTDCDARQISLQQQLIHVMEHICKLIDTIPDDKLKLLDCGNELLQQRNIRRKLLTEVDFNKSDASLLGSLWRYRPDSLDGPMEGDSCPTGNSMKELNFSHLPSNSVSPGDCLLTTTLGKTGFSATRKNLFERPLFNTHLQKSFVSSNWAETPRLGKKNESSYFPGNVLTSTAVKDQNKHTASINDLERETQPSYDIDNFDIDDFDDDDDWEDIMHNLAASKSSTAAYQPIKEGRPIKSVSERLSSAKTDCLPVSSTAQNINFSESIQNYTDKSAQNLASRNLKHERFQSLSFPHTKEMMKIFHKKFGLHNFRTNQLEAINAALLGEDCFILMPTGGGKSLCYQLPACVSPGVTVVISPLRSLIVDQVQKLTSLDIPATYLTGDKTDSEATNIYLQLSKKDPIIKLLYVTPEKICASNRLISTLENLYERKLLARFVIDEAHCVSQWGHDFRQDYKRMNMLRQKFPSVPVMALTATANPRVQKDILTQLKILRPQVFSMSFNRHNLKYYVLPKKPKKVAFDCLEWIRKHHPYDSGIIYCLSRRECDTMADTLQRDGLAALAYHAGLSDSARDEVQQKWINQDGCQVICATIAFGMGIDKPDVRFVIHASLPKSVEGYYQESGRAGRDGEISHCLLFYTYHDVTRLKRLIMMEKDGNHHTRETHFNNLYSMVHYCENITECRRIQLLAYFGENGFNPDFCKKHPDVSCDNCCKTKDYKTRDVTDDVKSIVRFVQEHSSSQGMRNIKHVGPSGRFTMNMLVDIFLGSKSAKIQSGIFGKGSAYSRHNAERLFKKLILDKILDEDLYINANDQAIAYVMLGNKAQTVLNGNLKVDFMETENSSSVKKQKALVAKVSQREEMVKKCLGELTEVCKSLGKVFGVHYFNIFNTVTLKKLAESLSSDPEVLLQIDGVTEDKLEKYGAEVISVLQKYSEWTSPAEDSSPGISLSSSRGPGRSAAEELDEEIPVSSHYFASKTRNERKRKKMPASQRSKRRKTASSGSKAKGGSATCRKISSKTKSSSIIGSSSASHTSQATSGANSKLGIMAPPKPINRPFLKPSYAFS
ERG Ets-DNA blk = inhibitors of human ERG Ets domain-DNA interaction; fluorescence polarization, His-ERG Ets domain / labelled DNA; P11308; Potency, µM (doses to about 76.9 µM), without a hit: at the top dose FP activity, negative = inhibition, hits mostly inhibitors; 370,000 compounds, 0.028% hits; active = well fitted inhibition curve with a large enough effect in the polarisation, with a control signal flat; inconclusive = small, poorly fitted or top-dose-only effect, or effect the other way, or a change in a side signal; inactive = no such curve, though single readings can be large or run the other way; the % refers to the polarisation;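 also: polarization taken with two DNA probes labelled with fluorescein and Texas red; potency is read from the fitted curve at half-maximal effect; % of control where 0% means no effect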
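His-tagged ERG Ets domain (1 uM in the protein solution; 300mM KCl, 50mM Tris-HCl, 1mM EDTA, 1mM DTT, pH 7.5) received compound, then a probe mix of 5 nM fluorescein-DNA and 100nM Texas-615-DNA. Fluorescence polarization was read for both dyes.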
The depositor's hits bear a star; ? = inconclusive; nt = no result given; [ ] = remark or other dose. Unless noted, calls follow the shape of the dose curve; as a rule, active = well fitted curve in the direction sought with a large enough effect; inconclusive = small, poorly fitted or top-dose-only effect, or another doubt; inactive = no such curve, though single readings can be large; an effect the other way counts as inactive or inconclusive. Only part of the results is shown; rates above refer to the full screens.

SMILES | 12-LOX inh | Pol beta inh | Pol iota inh | TRHR ag | Apoferritin bind | APEX1 inh | POLK inh | BLM inh | ERG Ets-DNA blk
C=CCOc1ccc(C(c2c(C)n(C)n(-c3ccccc3)c2=O)c2c(C)n(C)n(-c3ccccc3)c2=O)cc1 | 0% | 11% | 12% | -1.7 | -11% | -19% | 3% | -4% | 92%[activator]
O=C(NCc1ccccc1Cl)c1c2c(nc3ccccc13)C(=O)N(C1CCCCC1)C2 | ? | -1% | -9% | -0.5 | 5% | nt | -17% | -2% | -5%
COc1ccc(-n2cnc3cc(NCc4cccs4)ccc32)cc1 | -11% | -5% | 9% | 0.7 | ? | -5% | -23% | -6% | -5%
COc1ccc(CNC(=O)Cc2csc(NC(=O)Nc3ccccc3OC)n2)cc1 | 0% | nt | 8% | 0.0 | nt | -5% | -15% | nt | 0%
O=C(N/N=C/c1ccco1)c1ccc(NC(=O)C2CC2)cc1 | -2% | ? | -9% | 0.5 | -3% | -1% | -11% | -5% | -7%
CCC(=O)N1c2ccccc2NC2=C(C(=O)CCC2)C1c1ccccc1 (configuration not stated) | -23% | 0% | 13% | 0.6 | -6% | -3% | -3% | -1% | nt
Nc1nc2n(n1)C(c1cccs1)CC(c1ccccc1)N2 (configuration not stated) | -10% | 8% | 8% | -0.2 | -16% | 1% | -19% | 0% | -5%
CCCC(CCC)C(=O)Nc1cccc(-c2cn3cccnc3n2)c1 | -16% | ? | 13% | 0.1 | 33%[activator] | nt | -4%[60.1 µM] | -4% | -6%
Cc1n[nH]c(C)c1S(=O)(=O)N(CC(=O)N1CCc2ccccc21)c1ccc(C(C)C)cc1 | -26% | 19% | 11% | -0.1 | 2% | ? | -3% | -5% | -8%
COc1cccc(-c2nnc(SCC(N)=O)n2-c2ccc(Cl)cc2)c1 | -18% | 1% | ? | -0.6 | -1% | -1% | 0% | 4% | 0%
O=C(Nc1ccccc1)N1CCCN(c2ccc(C(F)(F)F)cc2[N+](=O)[O-])CC1 | 0% | 1% | 2% | 1.6 | -22% | -3% | -18% | -11% | 1%
COc1cc(NS(=O)(=O)c2ccc(NC(=S)NC(=O)c3ccccc3)cc2)nc(OC)n1 | ? | 0% | ? | -0.9 | 1% | 48%[12.4 µM] | -12% | -3% | 7%
CC(C)OC(=O)CSc1nnc(-c2cccnc2)n1Cc1ccccc1 | -2% | -8% | -14% | 0.5 | -4% | -5% | -2% | 2% | -7%
Cc1cc(NC(=O)CC(F)(F)F)n(-c2ccccc2)n1 | -15% | 35% | 38%[activator] | -0.1 | -5% | -6% | -2% | 0% | -7%
Cc1ccc(/C(O)=C2/C(=O)C(=O)N(c3ccccn3)C2c2ccc(F)cc2)cc1 (configuration not stated) | ? | 4% | ? | -1.0 | -7% | 32% | -4% | -3% | 9%
CCN(C(=O)c1cc2c(=O)oc3ccc(C)cc3c2s1)c1ccccc1C | -24% | 16% | 15% | 0.0 | ? | nt | 4% | -7% | 5%
CS(=O)(=O)Nc1cccc(C2=NN(C(=O)c3cccc(F)c3)C(c3cccs3)C2)c1 (configuration not stated) | -45% | -21% | 5% | 1.1 | 5% | 15% | -5% | -11% | 4%
CCOC(=O)/C(C#N)=C\c1ccc(N2CCN(C/C=C/c3ccccc3)CC2)cc1 | -26% | ? | ? | 12 | -23% | -2% | -6% | -13% | 32%[activator]
COc1ccc(C2CC(c3ccc4ccccc4c3)=NN2C(=O)CSc2ncccn2)cc1 (configuration not stated) | -5% | -22%[57.1 µM] | 2% | 1.2 | -3% | -2% | -10% | -4% | 2%
CCN1C(=O)c2ccc(C(=O)NCc3ccc4c(c3)OCO4)cc2C1=O | -1% | 26% | 14% | -0.5 | -2% | -1% | -4% | -10% | 0%
O=C(COC(=O)c1ccc(F)c(S(=O)(=O)N2CCOCC2)c1)NC1CC1 | -1% | nt | 23% | -0.1 | nt | 39% | 8% | nt | -5%
Cn1c(Br)nc2c1c(=O)n(Cc1ccccc1)c(=O)n2C | 14% | 1% | 116%[activator] | -0.1 | -10% | 1% | -1% | 2% | -1%
CCOC(=O)Cn1c(-c2cccnc2Cl)nc2cc(C)c(C)cc21 | 2% | 19% | -3% | 0.2 | -8% | 3% | -3% | 0% | -1%
Cc1cc(C)n2nc(C(=O)OCC(=O)N(C)C3CCS(=O)(=O)C3)nc2n1 (configuration not stated) | ? | nt | 48% | 0.7 | nt | 7% | 1% | nt | -5%
CC(C)(C)NC(=O)NC(=O)CN1CCCCC1 | 2% | 0% | 2% | 0.1 | -5% | -3% | -7% | -3% | 14%
Nc1ccc(C(=O)c2ccc3c(c2)OCCO3)cc1N | 19% | nt | -2%[58.9 µM] | nt | nt | nt | 0% | nt | -3%
COc1ccc(C2(O)CCN(C(=O)c3ccc4c(c3)OCO4)CC2)cc1 | 0%[57.4 µM] | -22% | 14% | 0.0 | 7% | 1% | -4% | -2% | -1%
C#CCOCCOCCOCCNc1nc(N2CCN(C(=O)[C@H](Cc3ccc(O)cc3)n3cc([C@@H](N)C(C)CC)nn3)CC2)nc(N2CCN(C(=O)[C@H](Cc3cc4ccccc4[nH]3)n3cc([C@@H](N)Cc4ccc(O)cc4)nn3)CC2)n1 (some centres not stated) | nt | -10% | nt | -1.1 | -2% | -10% | nt | ? | nt
CCOc1ccc(-c2cnc(N)n2C)cc1 | -3% | 42% | 11% | -0.2 | -19% | 16% | 5% | 2% | -10%
CSc1ccc(Cl)c(C(=O)NCC(C)C)c1 | -1% | 4% | 8% | -0.8 | -3% | 10% | -6% | -2% | nt
CCOc1ccc(C2/C(=C(\O)c3ccc4c(c3)OCCO4)C(=O)C(=O)N2CCN2CCOCC2)cc1OCC (configuration not stated) | -8% | -1% | 33%[activator] | 0.5 | -16% | 36% | 17% | 0% | 4%
O=C(CSc1nnc(Cc2cc(=O)[nH]c(=O)[nH]2)n1-c1ccc(Cl)cc1)NCC1CCCO1 (configuration not stated) | -12% | 4% | ? | 1.2 | 3% | 1% | 0% | 0% | 6%
O=c1nc(NCc2ccco2)sc2ncccc12 | -2% | 1% | 17% | 0.1 | -4% | 2% | 1% | 4% | -1%
CN(C)C(=O)c1ccc(-c2cncnc2NCCN2CCOCC2)cc1 | -17% | nt | nt | nt | 3% | -2% | -3%[60.1 µM] | -3% | nt
Nc1nnc(SCC(=O)Nc2ccccc2N2CCOCC2)s1 | 30%[57.4 µM] | ? | 3% | 0.3 | -8% | -4% | 5% | -1% | -7%
Cc1cc(C)nc(Sc2ccc3nnnn3n2)n1 | -3% | 5% | 9% | 0.2 | -15% | -4% | 0% | -1% | -16%
COc1ccc(CCNC(=O)c2cnn(-c3cccc(C)c3)c2C2CCNCC2)cc1OC | ? | -6% | -3% | -2.2 | 2% | nt | -5% | 4% | 0%
CCOC(=O)N1CCN(C(=O)c2cc3cc(Cl)ccc3[nH]2)CC1 | 0% | 1% | 17% | 1.2 | 76%[activator] | 63%[activator] | 14% | -5% | 1%
CC1(C)CC(=O)C(C(=O)c2ccccc2)C(=O)C1Cl (configuration not stated) | 0% | 36% | -8% | -0.1 | -5% | 4% | 4% | -1% | -4%
COc1ccc(Oc2ccc(/C=N/NC(=O)c3cccnc3)cc2[N+](=O)[O-])cc1 | -12% | 22% | 87%[activator] | -1.1 | ? | 3% | -10% | -5% | 1%
Nn1c(SCC(=O)Nc2ccc3c(c2)OCCO3)nncc1=O | 0% | 4% | 32%[activator] | 0.2 | -6% | 8% | -3% | -1% | 12%
CC(C)c1ccc(Nc2c(-c3ccccc3O)nc3cnccn23)cc1 | ? | 6% | 17% | -0.2 | -12% | nt | -3% | -13% | 9%
O=C1CCc2cccc(O)c2N1 | -18% | nt | 20% | nt | nt | nt | -7% | nt | -14%
C/C(=N\O)C1(C)N(O)C(C)(C)C(c2ccco2)=[N+]1[O-] (configuration not stated) | -8% | -9% | 58%[activator] | 0.9 | -3% | -1% | 2% | 0% | 3%
CCN1C(=O)[C@H]2[C@@H](c3ccc(-c4ccccc4)cc3)N3CCC[C@@]3(C(=O)OC)[C@H]2C1=O | ? | nt | ? | -0.7 | nt | 29% | -15% | nt | 8%
CC(=O)Nc1ccc(S(=O)(=O)N2CCN(Cc3ccccn3)CC2)cc1 | 3% | -3% | 25% | -0.3 | -14% | -1% | -6% | -3% | nt
Cc1ccc2[nH]c(=O)c(COC(=O)C3CCCCC3)cc2c1 | 11% | -18% | -11% | 0.5 | -11% | -1% | 0% | -6% | 9%
O=C(CSc1nc2ncc(Cl)cc2[nH]1)NC1CCS(=O)(=O)C1 (configuration not stated) | -5% | 18% | 45%[activator] | 0.7 | 11% | -5% | 1% | 2% | -16%
CCOC(=O)C1=C(N)OC2=C(C(=O)CC(C)(C)C2)C1c1ccco1 (configuration not stated) | -23% | -13% | -2% | -1.2 | -2% | -1% | -21% | -1% | -6%
Cn1nnc2cc(C(=O)Nc3cccnc3)ccc21 | -13% | 4% | 44%[activator] | 2.6 | 5% | 12% | 2% | 2% | 6%
Cc1oc2cc3oc(=O)c(CC(=O)NCc4ccccc4)c(C)c3cc2c1C | -24% | 8% | 18% | 0.8 | -3% | nt | 1% | -1% | 0%
COc1cc2c(cc1OC)C(C1C(=O)CC(C)CC1=O)N(C(=O)CCl)CC2 (configuration not stated) | -16% | 3% | 34%[activator] | -0.1 | 162%[activator] | 1% | -6% | 2% | -12%
CC1CCCCC1NC(=O)C1CCC(CNS(=O)(=O)c2ccccc2)CC1 (configuration not stated) | 10% | 5% | 141%[activator] | -0.7 | 4% | 0% | -3% | -1% | 11%
